From PubChem BioAssay
mIAP inh: mouse IAP inhibition; purified mouse IAP, CDP-Star luminescence, 30 min; inhibition, % at 10 µM; hit rate 0.2% among 330,000; AID 2806;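 active = inhibition of at least 40% at 10 µM in the primary screen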;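 also: plate controls were DMSO with enzyme for no effect and no enzyme wells for full effect; values of inactives mirror those of a sister screen read the other way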
beta cell repl: induces beta-cell replication in MIN6 cells. MIN6 cells proliferation, ATPlite luminescence, 48 h; cells starved in 0.2% serum; 100% = growth in 10% serum. proliferation, % at 10 µM. hit rate 0.29% among 330,000. AID 2380;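 active = compounds whose signal lies at least 3.5 SD above the mean of all wells on their plate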;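 also: 0% = DMSO-treated cells in low-serum medium and 100% = 10% serum control; some compounds called inactive have numbers as strong as hits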
A3G deaminase: blocks human APOBEC3G single-stranded DNA deamination; Q9HC16; recombinant A3G, ssDNA deamination FAM/TAMRA fluorescence; inhibition, % at 20 µM; hit rate 0.28% among 330,000;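 active = inhibition of at least 40% at 20 µM, with no more than 30% in the related APOBEC3A deaminase screen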;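 also: plate controls were DMSO wells with A3G for no effect and wells lacking A3G enzyme for full effect; some compounds called inactive have numbers as strong as hits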
Target sequence (Q9HC16 whole entry, looked up): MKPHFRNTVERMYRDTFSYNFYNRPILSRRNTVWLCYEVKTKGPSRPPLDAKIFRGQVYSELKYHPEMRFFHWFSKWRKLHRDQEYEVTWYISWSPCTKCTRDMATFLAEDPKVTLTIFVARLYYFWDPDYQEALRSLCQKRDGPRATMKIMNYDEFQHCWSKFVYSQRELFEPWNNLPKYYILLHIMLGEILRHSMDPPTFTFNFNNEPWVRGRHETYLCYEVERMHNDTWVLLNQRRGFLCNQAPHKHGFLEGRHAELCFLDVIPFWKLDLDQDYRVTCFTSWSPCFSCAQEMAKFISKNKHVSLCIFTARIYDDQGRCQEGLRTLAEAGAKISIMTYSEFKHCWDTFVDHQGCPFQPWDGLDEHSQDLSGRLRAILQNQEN
hIAP act: increases human intestinal alkaline phosphatase activity; P09923; purified human IAP, CDP-Star luminescence, 30 min; active compounds read high; 1 = vehicle-only enzyme, 0 = enzyme-free background; activation factor at 10 µM; hit rate 0.16% among 330,000;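 active = activation factor of the enzyme at least 2-fold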; also: the source names both 10 and 20 µM as test concentration; values of inactives mirror those of a sister screen read the other way
mIAP activ: mouse IAP activation; muIAP, CDP-Star luminescence, 30 min; active compounds read high; 1 = vehicle-only enzyme signal, 0 = enzyme-free wells; activation factor at 10 µM; hit rate 0.24% among 330,000;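 active = activation factor of at least 2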; also: the source names both 10 and 20 µM as test concentration; values of inactives mirror those of a sister screen read the other way
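System: mouse IAP enzyme. Reagent: CDP-Star chemiluminescent phosphatase substrate. Benchmarks: DMSO wells, no-enzyme wells. Times: 30 min enzyme-substrate-compound incubation at room temperature. Detection: luminescence from enzymatic CDP-Star hydrolysis. Doses: test compounds delivered from DMSO solution.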
hIAP block: human IAP inhibition. inhibition, % at 10 µM. AID 2544. P09923. purified IAP, CDP-Star luminescence, 30 min. hit rate 0.12% among 330,000;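 active = inhibition reaching a set limit with compound at 10 µM in the primary screen, cut at about 35% in these data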;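 also: plate controls were DMSO wells with enzyme for no effect and no-enzyme buffer wells for full effect; values of inactives mirror those of a sister screen read the other way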
SENP1 FRET inh: SENP1 (human) catalytic domain inhibition. inhibition, % at 10 µM. AID 624204. hit rate 0.21% among 360,000. Q9P0U3. recombinant SENP1 catalytic domain, CyPet-SUMO1-YPet FRET cleavage;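 active = inhibition at least 30% at 10 µM, raw YFP signal under a set limit, fluorescence ratio 0.5 to 1.5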;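 also: 0% = enzyme with DMSO and 100% = no enzyme wells; some results filed as inactive read as strong as hits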
Target sequence (Q9P0U3 419-644 limits assumed): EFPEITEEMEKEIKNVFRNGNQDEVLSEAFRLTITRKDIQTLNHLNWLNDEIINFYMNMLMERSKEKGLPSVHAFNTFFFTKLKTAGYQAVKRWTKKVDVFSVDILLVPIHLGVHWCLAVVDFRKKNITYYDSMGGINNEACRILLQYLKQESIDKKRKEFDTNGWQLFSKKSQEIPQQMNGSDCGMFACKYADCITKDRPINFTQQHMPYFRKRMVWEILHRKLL
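Test system: human SENP1 catalytic domain; medium: Tris pH 8 buffer plus EDTA, NaCl, BME, BSA, NP40, catalase; incubation: 50 min reaction at room temperature; technique: FRET, CFP and YFP emission; controls: no-enzyme low control and enzyme-plus-DMSO high control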
NLRP3 yeast inh: NALP3 inhibition in yeast; hit rate 0.39% among 330,000; AID 2825; Yeast reconstituted NLRP3/ASC/caspase-1, beta-gal luminescence, 24 h; inhibition, % at 10 µM;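 active = inhibition of 50% or more; inactive = inhibition below 50%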;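 also: plate controls were induced DMSO wells for no effect and uninduced yeast grown without galactose for full effect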
APOBEC3A inh: inhibitors of human APOBEC3A DNA deaminase; recombinant A3A, FAM/TAMRA ssDNA deamination fluorescence; inhibition, % at 20 µM; hit rate 0.41% among 330,000;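 active = at least 40% inhibition at 20 µM here, with at most 30% in a related deaminase screen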;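 also: plate controls were A3A with DMSO for no effect and wells lacking A3A enzyme for full effect; some results filed as inactive read as strong as hits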
Target sequence (P31941 whole entry, looked up): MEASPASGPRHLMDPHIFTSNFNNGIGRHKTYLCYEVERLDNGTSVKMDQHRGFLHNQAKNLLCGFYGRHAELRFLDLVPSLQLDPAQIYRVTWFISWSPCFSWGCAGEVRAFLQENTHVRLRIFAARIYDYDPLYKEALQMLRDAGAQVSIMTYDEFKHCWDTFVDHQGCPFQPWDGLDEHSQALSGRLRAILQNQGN
Active calls of the source: *; nt = not tested or not shown. Some of the compounds tested. The share of hits here may be higher or lower than overall.

nr	molecule	mIAP inh	beta cell repl	A3G deaminase	hIAP act	mIAP activ	hIAP block	SENP1 FRET inh	NLRP3 yeast inh	APOBEC3A inh
1	C/C=C(\C)CN1CCC(n2nccc2NC(=O)CCOc2ccccc2)CC1	-9	-4	-6	1.2	1.1	-23	1	18	-8
2	O=C(Cc1ccccc1)NCC(=O)OCC(=O)c1ccc([N+](=O)[O-])cc1	-2	0	-8	0.97	1	3	1	11	3
3	C=C1N(c2ccccc2)C(=O)OC1(C)C	1	0	-5	1	0.99	-4	1	17	6
4	Cc1ccc(S(=O)(=O)c2ccc(Cl)cc2)cc1S(=O)(=O)N(C)CC(=O)O	-6	0	-9	0.95	1.1	5	-1	6	-4
5	Cc1ccc(C(=O)N(Cc2nc(-c3ccc(C)cc3)no2)C(C)C)cc1	-13	-5	15	1.1	1.1	-9	-3	23	3
6	O=C(CN1C(=O)NC2(CCCC2)C1=O)NCCc1ccc(Cl)cc1Cl	-1	-3	-8	0.97	1	3	4	5	-4
7	Nc1c2c(nc3ccccc13)N(C1CCCCC1)CC2	-6	0	0	0.98	1.1	2	1	-7	1
8	Cc1ccc(C(=O)Nc2ccccc2C(=O)N2CCCC2)cc1[N+](=O)[O-]	5	2	-2	1.3	0.95	-30	-1	17	2
9	COc1ccc(NC(=O)CCC(=O)Nc2nnc(C3CCCCC3)s2)c(OC)c1	14	-2	-6	1.1	0.86	-10	3	16	-4
10	NC(=O)c1ncc(C(F)(F)F)cc1Oc1cccc(F)c1	-6	0	-7	1.3	1.1	-27	2	17	-3
11	CC(=O)OC1CC(C)(C)N(OC(=O)c2ccccc2)C(C)(C)C1	-14	0	-7	1.1	1.1	-6	0	24	-2
12	Cc1nc(SCN2C(=O)c3ccccc3C2=O)n[nH]1	1	2	-8	0.79	0.99	21	-1	-9	-4
13	CCC(C)NC(=O)c1cc(Sc2nnc(C)s2)nc2ccccc12 (configuration not stated)	-4	0	4	0.93	1	7	nt	0	7
14	Cc1ccc(SCc2nc3ccccc3[nH]2)cc1	2	-3	-3	1.1	0.98	-8	-4	32	2
15	COc1ccccc1CN(C(=O)c1cnccn1)C(C(=O)NC1CCCCC1)c1cc(OC)c(OC)c(OC)c1 (configuration not stated)	11	0	-7	0.93	0.89	7	6	4	-2
16	CCOC(=O)c1c(C)[nH]c(C)c1C(=O)COC(=O)c1cccc(S(=O)(=O)NC)c1	-14	11*	-3	0.98	1.1	2	-6	4	-2
17	O=C(CNC(=O)c1ccco1)OCc1ccc(C(=O)Oc2ccccc2)cc1	-11	0	-8	1.1	1.1	-14	2	48	-3
18	COCCn1cc(C(=O)N2CCC(C)CC2)c2c3ccccc3n(C)c2c1=O	1	1	-7	0.81	0.99	19	-9	7	-3
19	CSc1nc(NNC=O)cc(Oc2ccc(NC(C)=O)cc2)n1	10	-3	-7	0.9	0.9	10	0	8	-8
20	Cc1cccc(NC(=O)C(C)N2C(=O)C3C4CC(C(Br)C4Br)C3C2=O)c1 (configuration not stated)	-1	1	-4	0.98	1	2	2	9	0
21	Cn1c(=O)c2c(ncn2CC(=O)OCC(=O)NCCc2ccccc2)n(C)c1=O	5	0	-10	1	0.95	-2	3	17	-1
22	O=S(=O)(Cc1noc(-c2ccc(OC(F)(F)F)cc2)n1)c1ccc(F)cc1	3	-2	-7	0.92	0.97	8	-2	-11	-2
23	CCOC(=O)c1c(C)[nH]c(C(=O)OCC(=O)N(C)c2c(N)n(Cc3ccccc3)c(=O)[nH]c2=O)c1C	-6	0	-4	1.1	1.1	-6	-13	21	4
24	CCOC(=O)c1[nH]c(C)c(C(=O)Nc2ccc(C)cc2C)c1C	-6	-1	-11	1.1	1.1	-6	2	7	-2
25	CCOC(=O)C1=C(COC(=O)c2ccc(C)c(S(=O)(=O)N3CCOCC3)c2)NC(=O)NC1C (configuration not stated)	8	7	-9	1.1	0.92	-11	2	22	-2
26	COc1ccc(NC(=O)c2cc3sccc3n2Cc2ccc(F)cc2)cc1OC	-46	-5	-1	0.95	1.5	4	2	0	0
27	CC/C=C/C(=O)N1CC2(CC(c3cccc(NC(=O)CC)c3)=NO2)C[C@H]1C(N)=O (some centres not stated)	2	5	0	1	0.98	-3	2	13	3
28	CCOc1ccc(C(=O)N2CCCC2)cc1OC	2	-2	-4	1.6	0.98	-61	-1	21	-1
29	CCC1=C(OC(=O)N(CC)CC)N2C(=O)OC(=NCCc3c[nH]c4ccccc34)[C@]2(Cc2ccccc2)[C@H]2C1=CC[C@H]1C(=O)N(c3ccccc3)C(=O)[C@H]12	-4	-7	-5	1	1	-1	7	-1	0
30	CC1CCc2nc(NC(=O)c3ccco3)sc2C1 (configuration not stated)	-8	-6	-5	1.3	1.1	-34	-2	7	-2
31	Cc1cc(C)cc(-n2ccnc2SCC(=O)Nc2nccs2)c1	-16	-1	-1	0.95	1.2	5	2	-4	0
32	O=C1Cc2ccccc2C(=O)N1OCc1ccc(Cl)cc1	-4	-1	-2	0.88	1	12	-5	-10	-5
33	CC(NC(=O)C12CC3(C)CC(C)(CC(C)(C3)C1)C2)C(=O)O (configuration not stated)	-4	0	-1	0.84	1	16	0	16	3
34	O=C(c1ccccc1)N1CCN(C(=O)c2ccc3c(c2)OCCO3)CC1	-26	-4	-5	1.3	1.3	-28	2	-10	-5
35	Cc1noc(C)c1C(=O)OCC(=O)NC1CC1	13	0	-6	1.2	0.87	-19	1	6	-2
36	CCS(=O)(=O)N1CCC(c2nc(-c3ccc(C)cc3)no2)CC1	-12	1	-3	0.95	1.1	5	1	-4	2
37	O=C(c1ccc2oc(CCCc3ccccc3)nc2c1)N1CCCC(CCCO)C1 (configuration not stated)	-6	2	-3	0.96	1.1	4	2	0	1
38	CCC1=[N+](C)c2cccc3cccc(c23)N1C	-2	-3	22	0.91	1	9	0	0	65*
39	Cc1ccc(-c2cc(C(=O)NCCN3CCOCC3)no2)cc1	-13	-1	-4	1.1	1.1	-9	0	-5	-4
40	Cc1cc(C(F)F)n2ncc(C(=O)NCCc3ccccc3Cl)c2n1	-6	2	-10	1	1.1	-4	1	20	-7

An excerpt from above, limited to mIAP activ, beta cell repl and hIAP block:
| No. | SMILES | mIAP activ | beta cell repl | hIAP block |
| --- | --- | --- | --- | --- |
| 19 | CSc1nc(NNC=O)cc(Oc2ccc(NC(C)=O)cc2)n1 | 0.9 | -3 | 10 |
| 20 | Cc1cccc(NC(=O)C(C)N2C(=O)C3C4CC(C(Br)C4Br)C3C2=O)c1 (configuration not stated) | 1 | 1 | 2 |

Later entries:
nr	molecule	mIAP inh	beta cell repl	A3G deaminase	hIAP act	mIAP activ	hIAP block	SENP1 FRET inh	NLRP3 yeast inh	APOBEC3A inh
41	COc1ccc(OC)c(S(=O)(=O)Nc2cc3c4c(c2)CC(=O)N4CCC3)c1	-11	-3	3	0.99	1.1	1	0	2	-1
42	O=C(Cc1ccccc1)NCC(=O)N1CCN(c2ccccc2F)CC1	-5	0	-3	1.2	1	-16	4	15	-3
43	Cn1c(=O)c2c(ncn2CC(=O)OCC(=O)NNC(=O)c2ccc(Cl)cc2)n(C)c1=O	13	1	-1	0.86	0.87	14	3	23	7
44	COCCn1c(=O)[nH]c2cc(C(=O)N3CCN(c4ccc(OC)cc4)CC3)ccc2c1=O	0	-3	-9	1.1	0.99	-12	0	24	-6
45	CCOc1cc(C2CC(=O)N3CN(C4CCCCC4)CSC3=C2C#N)ccc1O (configuration not stated)	31	-1	-7	1	0.69	-2	-42	5	-1
46	CN(CC(=O)Nc1ccc2c(c1)OCCO2)S(=O)(=O)c1ccc(F)cc1	8	-1	-14	1.1	0.92	-14	-1	22	-5
47	CC(C)(C#CCN1CCCCC1)OCCOC(c1ccccc1)c1ccccc1	2	-5	-5	1	0.98	-1	0	-3	-5
48	COc1ccc(CNC(=O)CCCNS(=O)(=O)c2cccc3nonc23)cc1	2	-3	0	1.1	0.97	-8	3	17	-2
49	CCOC(=O)Cc1csc(NS(=O)(=O)c2ccc3c4c(cccc24)C(=O)N3CC)n1	-4	-3	-6	0.95	1	5	-5	11	-2
50	O=C(N1CCN(c2ccccc2F)CC1)C1(S(=O)(=O)c2ccc(Cl)cc2)CC1	1	0	-8	0.98	0.99	2	3	14	-1
51	Nc1nnnn1/N=C/C(Br)=C/c1ccccc1	8	-5	-3	0.93	0.92	7	1	30	-4
52	CC1(C)CC(NC(=O)c2c(N)no[n+]2[O-])CC(C)(C)N1	-1	-1	-4	1	1	-1	1	4	-1
53	CN(C)CCCOc1nn(Cc2ccccc2)c2ccccc12	7	-2	-7	0.91	0.93	9	-2	26	-3
54	CN(CC(=O)Nc1ccccc1Br)C(=O)c1cc(Cl)nc2ccccc12	-10	8	-7	0.86	1.1	14	2	6	-1
55	O=c1cc(N2CCc3ccccc3C2)[nH]c(=O)n1-c1ccc(Cl)cc1	2	-1	6	1.1	0.98	-12	-19	-26	7
56	O=C1CC(N2CCN(c3ccc(S(=O)(=O)N4CCOCC4)cc3)CC2)C(=O)N1Cc1ccccc1 (configuration not stated)	-1	-1	-7	0.86	1	14	2	1	0
57	CCOc1ccc(S(=O)(=O)N(C)c2ccc(OCC(=O)N3c4ccc(C)cc4C4CN(C)CCC43)cc2)cc1 (configuration not stated)	-9	-5	-9	1	1.1	-5	-15	0	-7
58	Cc1ccc(NC(=S)Nc2ccccn2)cc1C	10	-1	-3	0.98	0.9	2	1	48	0
59	COc1ccc(C)cc1NC(=O)C1CCN(S(=O)(=O)c2c(C)noc2C)CC1	0	1	-5	1.1	1	-12	-2	15	-1
